# Bioassay records: PubChem BioAssay, several laboratories
# Insulin prom inh: TRM-6 insulin promoter activity inhibition | TRM-6 cells (human fetal islet line), insulin promoter-eGFP reporter, imaging; reporter expression induced with tamoxifen | inhibition, % at 2 µM | 130,000 tested, 0.9% active | AID 1273;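 active = inhibition above the mean plus 3 SD, with well images judged a real hit on visual review, cut at about 60% in these data, passing the limit was not always enough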
# sdo1 growth: restores growth of sdo1-depleted yeast; 140,000 tested, 0.21% active; AID 817; S. cerevisiae sdo1-depleted JHY4D growth rescue, OD600 30 h; active compounds read high; pdr5 snq2 efflux-pump mutant strain; z-score at 10 µM;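 active = z-score above 3 at both the 24 hr and the 30 hr optical density reads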;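 also: z-score against mean and SD of all compound wells on the same plate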
# sdo1 growth Rescue 24 h: second read-out of sdo1 growth, no call of its own (marks repeat the call); z-score; S. cerevisiae sdo1-depleted JHY4D growth rescue, OD600; measured here: growth rescue at 24 h;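 0 is the plate mean of compound wells and units are plate SD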
# Starred values were filed as active, the others as inactive; . = no result given; [ ] = another dose, or the depositor's remark. Not all compounds are listed; rates above refer to the full screens.
# Value order: Insulin prom inh, sdo1 growth, sdo1 growth Rescue 24 h
CCOC(=O)c1ccc(CNC(=O)CCC(=O)O)cc1
    -10, 0.64, -0.15
Cc1cc(Cl)c(S(=O)(=O)Nc2ccc3c(c2)OCO3)cc1OCC(=O)NC1CCCCC1
    -38, -0.37, -1
CCC(CC)c1nnc(NC(=O)/C=C/c2ccco2)s1
    -213, -1.3, -1.3
c1cn(-c2ccc(-c3ccnc4ncnn34)cc2)cn1
    20, ., .
Cc1ccc2cc(CN(CCN3CCCC3)C(=O)Nc3ccccc3)c(=O)[nH]c2c1C
    27, 1.4, 1.3
CCOc1ccc(NCc2cc3c(C(C)(C)C)nn(-c4ccccc4)c3[nH]c2=O)cc1
    ., -1.4, -0.79
CCOC(=O)Nc1cccc(OCC(=O)Nc2ccccc2OC)c1
    ., -1.4[6.5 µM], -1.1
COc1ccc(/C=C2/SC(=O)N(CCC(=O)Nc3ccc(S(=O)(=O)Nc4nccs4)cc3)C2=O)cc1
    6, 0.1, 1
N=c1oc2ccccc2cc1C(=O)N/N=C/c1ccccc1
    -18, -0.42, 0.07
CCC(C)SCc1nc2ccccc2[nH]1 (configuration not stated)
    54, -0.07, -0.65
Cc1c(Cc2ccccc2)c(=O)oc2cc(OCC(N)=O)ccc12
    -7, ., .
Cc1cc2n(n1)C(c1ccccc1Cl)Nc1ccccc1-2 (configuration not stated)
    -33, -0.8, -0.63
Cc1cccc(NCC(=O)N/N=C/c2ccc(Br)cc2)c1
    27, ., .
COc1cccc(NC(=S)N(CCc2c(C)[nH]c3ccccc23)Cc2cccs2)c1
    24, -0.24, -0.78
COC(=O)c1ccc(=O)n(Cc2ccco2)c1
    -56, -0.2, -0.34
CC1=Nc2cccc3cccc(c23)N1
    ., 0.83, 1.2
Cc1cc(NC(=O)c2cc(-c3ccco3)on2)no1
    ., 0.04, -0.47
Cc1ccc(-c2cc(C(=O)Nc3ccc(S(=O)(=O)Nc4nccs4)cc3)c3ccccc3n2)c(C)c1
    ., -0.06, 0.55
C=CCOc1ccc(CN(C)CC(=O)Nc2ccc3c(c2)CCC3)cc1
    -6, ., .
CS(=O)(=O)N(CC(=O)NC1CC2CCC1C2)c1cccc(C(F)(F)F)c1 (configuration not stated)
    -13, 1.1, 0.89
CCOCCCN(C(=O)CNC(=O)c1ccco1)C(C(=O)NC1CCCC1)c1ccccc1C (configuration not stated)
    -3, 0.59, -0.13
CC(OC(=O)CN1C(=O)C2CCCCC2C1=O)C(=O)Nc1ncc(Cl)cc1Cl (configuration not stated)
    0, -0.63, -0.63
CCCCN(C)S(=O)(=O)c1ccc(C(=O)Nc2nnc(-c3cccs3)o2)cc1
    -107, 0.67, -0.03
Nc1ccc(CCS(N)(=O)=O)cc1
    ., -0.18, -0.38
O=C(Nc1nccs1)c1ccc(-c2ccccc2Cl)o1
    48, -2.5, -2.2
CC1CCC2(CC1)NC(=O)c1ccccc1O2 (configuration not stated)
    ., -1, -1.3
CCCCNC(=O)NS(=O)(=O)c1ccc(C)cc1
    -48, -0.65, -0.89
CC(C)(C)c1nnc(NC(=O)Cc2ccc(Br)cc2)s1
    3, -0.18, -0.58
Cc1ccc(CC2CC(=O)N(c3ccc(Cl)cn3)C2=O)cc1 (configuration not stated)
    14, -0.4, -1.1
Cc1ccccc1Cn1c(C(C)O)nc2ccccc21 (configuration not stated)
    ., 0.68, -0.95
COc1ccc(N(CC(=O)N2CCN(c3ccccc3)CC2)S(=O)(=O)c2c(C)noc2C)cc1
    ., -0.43, -0.68
COc1ccccc1NC(=O)CN1CCN(CC(=O)Nc2ccc(F)cc2)CC1
    -9, -0.21, -0.74
COc1cccc(CN(CC2CCCO2)S(=O)(=O)c2ccc(S(=O)(=O)NCC3CCCO3)cc2)c1OC (configuration not stated)
    -59, 0.36, 0.1
CCCCN(CCCC)CCNC(=O)c1ccc2nc(-c3ccccc3NC(C)=O)c(=O)[nH]c2c1
    -41, ., .
Nc1nc(SCc2ccccc2)ns1
    7, -0.37, -0.37
C=CCOC(=O)C1=C(C)NC(SCC(=O)N(CC)CC)=C(C#N)C1c1ccccc1 (configuration not stated)
    ., -1.4, -0.8
CCOc1ccc(Cn2c(O)cc(=O)[nH]c2=O)cc1
    -64, -0.45, -0.89
Cc1cccc(NC2=NC3(CCCCC3)N=C(N)N2)c1
    19, ., .
Cc1c(Br)c([N+](=O)[O-])nn1CC(=O)Nc1nccs1
    -18, ., .
O=C(CCCCCn1c(=S)[nH]c2cc3c(cc2c1=O)OCO3)N1CCN(C2CCCCC2)CC1
    -7, 1, 1.2
CCc1c(C)nc2ncnn2c1N1CCCC(C(=O)NCc2ccc3c(c2)OCO3)C1 (configuration not stated)
    ., 1.1, 0.92
CCOC(=O)c1sc(/N=C/c2c(C)[nH]n(-c3ccccc3)c2=O)c(C#N)c1C
    ., -0.11, -0.15
COCCCNC(=O)CN1C(=O)c2ccccc2C1=O
    0, 0.62, 0.8
Nc1c(-c2ccsc2)cnc2ncnn12
    18, ., .
Cc1cc(NS(=O)(=O)c2ccc(NC(=O)c3cc(-c4ccccc4Cl)nc4ccccc34)cc2)no1
    -31, 1.8, 2.3
COc1ccc(NC(=O)C(=O)NCCN2CCN(C(=O)C(c3ccccc3)c3ccccc3)CC2)cc1
    0, -0.75, -1.3
Cc1csc2nc(CNC(=O)CCC(=O)O)cn12
    0, -0.25, -0.61
CN=C1SC(CC(=O)Nc2cccc(C(F)(F)F)c2)C(=O)N1C (configuration not stated)
    -162, -0.18, -0.05
CC/C(=N\NC(=O)c1ccc2c(c1)OCO2)C12CC3CC(CC(C3)C1)C2
    33, -0.74, -1
COc1ccccc1/C=C/C=N\N1CCN(Cc2ccccc2Cl)CC1
    28, -0.19, -0.4
COc1cccc(OCC(=O)N(Cc2nc(-c3ccc(Cl)cc3)no2)C(C)C)c1
    ., -1.9, -1.4
COc1ccc(CC(=O)Nc2nc(-c3cccc([N+](=O)[O-])c3)cs2)cc1
    11, 0.7, 0.68
COc1cc2cc(C(c3nnnn3C3CCCC3)N3CCc4ccccc43)c(=O)[nH]c2cc1OC (configuration not stated)
    14, 0.19, 2.2
CCC(C)N(CC(=O)NCc1ccc(OC)cc1)C(=O)c1csnn1 (configuration not stated)
    ., -0.68, -0.98
CC(C)(C)NC(=O)NC(=O)COC(=O)c1ccco1
    32, 0.05, -0.01
O=C(Cn1cc([N+](=O)[O-])cn1)NCCc1c[nH]c2ccccc12
    50, ., .
Cc1cccc(CN2C(=O)N/C(=C/c3cc(C)n(-c4ccccn4)c3C)C2=O)c1
    -4, 0.2, 0.4
N#Cc1ccc2ccn(CC(=O)NC3CCCCCC3)c2c1
    -12, 0.03, 0.11
COc1ccc(CC2(CO)CCN(S(=O)(=O)c3c(C)nn(C)c3C)CC2)cc1
    -28, ., .
Cc1cccc(OCC(=O)N2CCN(C(=O)c3cccs3)CC2)c1
    -6, 0.19, 0.63

# Pulled by compound from above:
# Value order: Insulin prom inh, sdo1 growth, sdo1 growth Rescue 24 h
CCOC(=O)c1sc(/N=C/c2c(C)[nH]n(-c3ccccc3)c2=O)c(C#N)c1C
    ., -0.11, -0.15
COc1ccc(CC2(CO)CCN(S(=O)(=O)c3c(C)nn(C)c3C)CC2)cc1
    -28, ., .
COc1ccccc1/C=C/C=N\N1CCN(Cc2ccccc2Cl)CC1
    28, -0.19, -0.4

# Complete entries, looked up by structure. Order of values: Insulin prom inh | sdo1 growth | sdo1 growth Rescue 24 h
# COc1cc2cc(C(c3nnnn3C3CCCC3)N3CCc4ccccc43)c(=O)[nH]c2cc1OC (configuration not stated) reads 14 | 0.19 | 2.2
# Cc1cc(NS(=O)(=O)c2ccc(NC(=O)c3cc(-c4ccccc4Cl)nc4ccccc34)cc2)no1 reads -31 | 1.8 | 2.3
# CC/C(=N\NC(=O)c1ccc2c(c1)OCO2)C12CC3CC(CC(C3)C1)C2 reads 33 | -0.74 | -1
# COc1ccccc1/C=C/C=N\N1CCN(Cc2ccccc2Cl)CC1 reads 28 | -0.19 | -0.4
# Cc1csc2nc(CNC(=O)CCC(=O)O)cn12 reads 0 | -0.25 | -0.61

# Remaining list, next part:
# Value order: Insulin prom inh, sdo1 growth, sdo1 growth Rescue 24 h
C(#Cc1ccc(C#CCN2CCOCC2)cc1)CN1CCOCC1
    23, 0.33[9.9 µM], -0.13
CCCCNC(=S)NNC(=O)c1cccnc1
    38, 0.49, 0.24
Cn1cnc([N+](=O)[O-])c1Oc1ccccc1
    24, 1.8, 0.86
CC(C)C(=O)Nc1ccc(C(=O)NN2C(=O)c3ccccc3C2=O)cc1
    30, -0.46, -1.1
Cc1ccc(CN(c2ccc(C(=O)NCc3cccnc3)cc2)S(C)(=O)=O)cc1
    -27, 0.41, 0.39
Cc1ccc(OCCOc2ccc(Br)cc2)c([N+](=O)[O-])n1
    46, -1.4, -0.68
Cc1cc(Nc2nc3ccccc3nc2Cl)n(-c2ccccc2C)n1
    21, -0.77, -1
CCCCC1(C(=O)OCC)CC(CN2CCOCC2)OC1=O (configuration not stated)
    ., 0.13, -0.07
NC(=O)C1CCN(C(c2ccccc2Cl)c2nnnn2CC2CCCO2)CC1 (configuration not stated)
    -10, 0.08, 0.16
CCn1cc(C(=O)NCc2ccccc2Cl)cn1
    -53, 0.15, 0.43
c1n[nH]c(NC2=NCCC2)n1
    ., 0.38, 0.29
CCCCCc1nnc(NS(C)(=O)=O)s1
    24, -0.41, -1.1
Cc1cc(C2(c3cc(C)c(NC(=O)CN4CCOCC4)c(C)c3)CCCCC2)cc(C)c1NC(=O)CN1CCOCC1
    -13, 0.34, 0
Cc1ccc(COc2ccc(Br)cc2/C=N/O)cc1
    -29, -1.6, -0.99
COc1ccc(C(=O)/C=C/C(=O)N(Cc2ccc(F)cc2)C(C(=O)NC2CCCCC2)c2ccncc2)c(O)c1 (configuration not stated)
    -100, -0.95, -0.53
Cc1c(C(=O)Nc2nc3ccccc3[nH]2)cccc1[N+](=O)[O-]
    ., 0.12, 0.16
Cc1ccc(N2CCN(CCc3nc4cc(NS(C)(=O)=O)ccc4n3C)CC2)cc1
    ., 1.8, 2.2
Cn1c(=O)c2c(nc(N3CCCCC3)n2CCCNC2=NCCCC2)n(C)c1=O
    41, 0.64, 0.71
Cc1noc(NS(=O)(=O)c2ccc(N/C=C\C(=O)c3cccs3)cc2)c1C
    22, ., .
Cc1ccc2c(CC(=O)NC3CCCc4ccccc43)coc2c1 (configuration not stated)
    -108, -0.46, 0.04
CCOc1ccc(C2C=C(c3ccc(C)cc3)Nc3nnnn32)cc1 (configuration not stated)
    27, -0.04, 0.06
CCOC(=O)c1c(-c2ccccc2)cn2ccccc12
    -11, -0.11, 0.62
Cc1ccc(NC(=O)CSCC(=O)Nc2ncc3c(n2)CC(c2ccco2)CC3=O)cc1 (configuration not stated)
    -3, 0.74, -0.25
COc1ccc2nc(SCC(=O)NCC(F)(F)F)[nH]c2c1
    -89, ., .
C=CCSc1nc2sc(C)c(C)c2c(=O)n1CC=C
    55, -1.3, -1.6
COc1ccc(CNC(=O)NCc2ccc(OC)c(OC)c2)cc1OC
    ., 0.59, 0.53
COc1ccc2oc(C)c(C(=O)NN)c2c1
    ., 1.2, 0.8
COC(=O)C1=C(C)NC(=S)N(C(C)=O)C1c1ccc(OC)c(OC)c1 (configuration not stated)
    ., 0.24, -0.18
COc1ccc(CNC(=O)c2cccc(S(=O)(=O)N3CCN(C)CC3)c2)cc1
    -30, ., .
CC(C)CN(C(=O)COC(=O)c1cc2c(s1)CCC2)C1CCS(=O)(=O)C1 (configuration not stated)
    64, 0.45, 1.3
COC(=O)CN1C(=O)C2(OCCCO2)c2cc(Br)ccc21
    23, 0.26, -0.28
Cc1ccc2nc(CSc3nnc(Nc4ccccc4F)s3)cc(=O)n2c1
    -13, -0.16, 0.03
COc1ccc(S(=O)(=O)n2ccc(-c3ccc(OCCN(C)c4ccccn4)cc3)n2)cc1
    21, 0.12, 0.43
CCCn1nnnc1NCc1c(Cl)cccc1Cl
    47, ., .
CN(c1cccc(NC(=O)COc2ccccc2)c1)S(C)(=O)=O
    -12, -0.28, 0.04
COc1ccccc1N1CCN(C(=O)c2cc3c(s2)CCC3)CC1
    -32, -1.7, -1.7
Oc1ccc(Nc2nc(-c3ccc4ccccc4c3)cs2)cc1
    -60, -2.1, -1.6
CCCCN(CC)CCNC(=O)C1c2cc(OC)c(OC)cc2C(=O)N2CCc3ccccc3C12 (configuration not stated)
    50, 0.05, 0.13
COCCCN(C(=O)c1cccnc1SC)c1c(N)n(Cc2ccccc2)c(=O)[nH]c1=O
    ., 0.78, 0.45
NC(=O)c1ccc(C(=O)c2ccc([N+](=O)[O-])cc2)cc1
    58, 0.21, -1
Cc1ccc(S(=O)(=O)N[C@H](C(=O)N2CCC3(O)CCCCC3C2)c2ccccc2)cc1 (some centres not stated)
    -13, 0.08, -0.54
Cc1ccc(S(=O)(=O)/N=C(\c2ccc(F)cc2)n2c(C)nc3ccccc32)cc1
    3, 0.19, -0.12
CC(=O)OC[C@H]1O[C@H](CCO/N=C(\C)CCN2CCCc3nc(C)c(C)cc32)C=C[C@@H]1OC(C)=O
    -5, 0.04, -0.16
O=C(CSc1nc2ccccc2[nH]1)Nc1ccc2c(c1)CCC2
    21, -0.55, -0.27
CC1(C)CC(=O)c2c(-c3cccs3)n[nH]c2C1
    -47, 1, -0.2
COc1cc(C2Nc3ccccc3C(=O)N2c2ccc3c(c2)OCCO3)ccc1OCC(C)C (configuration not stated)
    -16, -0.85, -0.95
O=C1NC(c2cccc([N+](=O)[O-])c2)Oc2ccccc21 (configuration not stated)
    -6, ., .
